RSV antiviral HEp-2: inhibition of RSV-induced cytopathic effect – HEp-2 cells, primary 10 µM value included (AID 2391) | HEp-2 cells, RSV-induced CPE inhibition; higher % means a stronger effect | CPE inhibition, % at 10 µM, or IC50 in µM where a hit was titrated | 0.13% of 310,000 active; in the data active = a potency from the dose series; inconclusive = CPE inhibition mostly from about 23% at the one dose, without a potency; inactive = the rest, 99 in 100 with CPE inhibition below about 21%; note: strong numbers were not always called active
Myeloid diff 2: promotes myeloid progenitor differentiation. ER-HoxA9 myeloid progenitors, lysozyme-GFP differentiation, flow cytometry. calls only at 10 µM. 1% of 360,000 active;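 active = normalized GFP-positive differentiation at or above the plate's own cutoff, the solvent-only control mean plus 3 SD; inconclusive = no clear call, values can overlap the other calls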;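 note: cells exposed to compound for four days before flow analysis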
Myeloid diff 2 GFP+ MAC1+ %: further read-out of Myeloid diff 2, marked with its call; GFP+ MAC1+ double positive, %; measured here: differentiation confirmed by MAC1 staining
The depositor's hits bear a star; i = inactive; u = inconclusive; + = active, no number. An excerpt. The share of hits here may be higher or lower than overall.

Screens in order – RSV antiviral HEp-2 | Myeloid diff 2 | Myeloid diff 2 GFP+ MAC1+ %
> CCn1nc(C(=O)N2CCN(Cc3nc4ccccc4s3)CC2)c2ccccc2c1=O
  0.9% | i | 0.7
> COc1ccc(C(=O)Nc2ccccc2N2CCOCC2)cc1Br
  14% | i | 0.7
> Cc1ccc(N(C)S(=O)(=O)c2cccc(C(=O)Nc3ccc(N4CCOCC4)cc3)c2)cc1
  4.1% | + | 0.7*
> O=C(Cn1cc([N+](=O)[O-])cn1)NCc1ccccc1Cl
  0.6% | i | 0.2
> CC(C)(C)C(=O)NCc1ccc(C(=O)CSc2nnc(C3CC3)n2C2CC2)s1
  1.2% | i | 1.2
> COc1cc(CC(=O)OCC(=O)NCc2ccc(C)cc2)cc(OC)c1OC
  2.2% | i | 1.0
> C[C@H](NC(=O)c1nc[nH]c1C(=O)OCc1ccccc1)c1ccccc1
  1.6% | i | 1.1
> O=C(OCC(=O)c1c[nH]c2ccccc12)c1cc(S(=O)(=O)N2CCOCC2)ccc1F
  0.4% | i | 0.2
> COC(C[C@H]1O[C@H]1C(=O)[C@H](C)OCc1ccccc1)OC
  0.5% | i | 0.3
> COc1cc(N)c(Cl)cc1C(=O)OCC(=O)N1CCc2ccccc21
  0.7% | i | 0.9
> O=C(O)CN1C(=O)S/C(=C\c2ccc3c(c2)OCO3)C1=O
  1.2% | i | 0.4
> N#Cc1ccc(CN2CCN(C(=O)CCNS(=O)(=O)c3ccc(F)c(F)c3)CC2)cc1
  0.1% | i | 0.6
> CCCCN(Cc1cc2cc(OC)ccc2[nH]c1=O)C(=O)COc1ccccc1
  0.8% | i | 0.6
> Cc1cccc(C)c1NC(=O)COC(=O)c1c(C)nn(-c2ccccc2)c1C
  1.4% | i | 0.7
> COc1ccc(CC(=O)N/N=C(\C)c2ccc(Br)s2)cc1
  3.7% | i | 0.3

Screens in order – RSV antiviral HEp-2 | Myeloid diff 2 | Myeloid diff 2 GFP+ MAC1+ %
> Cc1ccc(C(C)C)c(OCC(=O)c2c(O)c3ccccc3oc2=O)c1
  -3.0% | i | 1.6
> COc1ccccc1C(=O)O[C@H]1[C@H](Cc2ccccc2)NS(=O)(=O)[C@H]2C[C@@H]3C=C[C@]12O3
  1.0% | i | 1.0
> COc1ccc(C(=O)NCc2ccc(Cl)cc2)cc1S(=O)(=O)N1CCCC1
  2.3% | i | 1.0
> CCc1nnc(NS(=O)(=O)c2ccc(NC(=O)c3cccc(OC(F)(F)C(F)F)c3)cc2)s1
  2.7% | i | 0.7
> Cc1ccc(S(=O)(=O)NC2CC3CCC2C3)cc1 (stereo not given)
  1.6% | i | 0.2
> CCC[C@@H]1Cc2ccccc2N1C(C)=O
  1.4% | i | 0.4
> O=c1onc(-c2ccccc2)n1-c1cc(Cl)cc(Cl)c1
  5.0% | i | 1.0
> CCN(CC(=O)Nc1ccc(NC(C)=O)cc1)C(=O)CN1C(=O)C2CCCCC2C1=O (stereo not given)
  0.7% | i | 1.4
> Cc1cc(Cl)ccc1OC(C)C(=O)OCC(=O)Nc1ccc2[nH]c(=O)[nH]c2c1 (stereo not given)
  1.4% | i | 0.8
> O=C(Nc1cc(C(F)(F)F)ccc1N1CCCC1)C1CCCO1 (stereo not given)
  1.7% | i | 0.7
> O=C(Cc1cccs1)Nc1ccc(F)c(S(=O)(=O)N2CCOCC2)c1
  0.1% | i | 1.5
> Cc1ccc(S(=O)(=O)NC(=S)c2ccccc2)cc1
  -1.0% | i | 0.5
> CC(NC(=O)COC(=O)CCN1C(=O)C2CC=CCC2C1=O)c1ccc(Br)cc1 (stereo not given)
  2.8% | i | 0.4
> CC(C)(C)CN1C(=O)C(=O)NC[C@@H]1CCCCN
  -0.5% | i | 1.2
> COc1ccc(OCC(=O)NC(=O)c2ccccc2)c([N+](=O)[O-])c1
  -0.2% | i | 0.3

Screens in order – RSV antiviral HEp-2 | Myeloid diff 2 | Myeloid diff 2 GFP+ MAC1+ %
> O=C(COc1ccccc1Br)NCCC1=CCCCC1
  2.4% | i | 0.3
> CN(C)c1ccc(/C=C/C(=O)c2ccc3c(c2)OCO3)cc1
  2.1% | i | 1.8
> CCn1nnc2cc(C(=O)Nc3cc(Cl)ccc3C)ccc21
  0.9% | i | 0.3
> O=C(COc1ccc(F)cc1Cl)Nc1cccc(S(=O)(=O)N2CCCC2)c1
  0.7% | i | 1.5
> CN(C(=S)NC(=O)C1CC1)c1ccc(O)cc1
  0.1% | i | 0.9
> COc1cc(OC)cc(C(=O)NNC(=O)CCCOc2ccccc2)c1
  -0.1% | i | 1.3
> C[C@@H]1CCC[C@@]2(O[C@@H](CCO)C[C@H](O)[C@H]2O)O1
  -0.9% | i | 1.2
> CN(CCOc1ccccc1)C(=O)c1ccc2c(c1)OCO2
  2.3% | i | 0.5
> Cc1cc(C)c(NC(=O)CSc2nc3ccc(NC(=O)CSc4nnnn4Cc4ccccc4)cc3s2)c(C)c1
  2.6% | i | 4.4
> Cc1ccc(OCCCC(=O)ON=C(N)c2ccccc2C)cc1
  0.4% | i | 0.4
> C=CCNc1nc(C(=O)OCC(=O)NCc2cccc(Cl)c2)cs1
  1.2% | i | 0.6
> CC1CCN(S(=O)(=O)c2ccc(NC(=O)[C@@H]3CCCN3C(=O)c3cccs3)cc2)CC1
  2.7% | i | 1.6
> CC(C)Cc1ccc(C(C)C(N)=Nc2ccc(O)cc2)cc1 (stereo not given)
  0.0% | i | 0.4
> Cc1cc(C2=CC(=O)C[C@H](c3ccc4c(c3)OCO4)C2)ccc1F
  0.5% | i | 1.0
> O=C(NCc1ccccc1CN1CCCC1)c1cccc(N2CCCC2=O)c1
  -0.2% | i | 0.7

Screens in order – RSV antiviral HEp-2 | Myeloid diff 2 | Myeloid diff 2 GFP+ MAC1+ %
> COC(=O)c1c(NC(=O)CN2C(=O)C(=O)N(C(C)C)C2=O)sc(C)c1C
  2.3% | i | 1.3
> CN(CCO)c1ccc(C(C(=O)c2ccccc2)c2ccc(N(C)CCO)cc2)cc1
  3.4% | i | 0.9
> CCCCn1nc(C(=O)Nc2ccccc2N2CCCC2)c2ccccc2c1=O
  3.9% | i | 1.3
> COc1cccc(N2CCN(CC(=O)Nc3ccccc3C(=O)NCCc3ccccc3)CC2)c1
  1.5% | i | 0.4
> O=C1N(c2ccccc2C(F)(F)F)OC1(Cc1ccccc1)c1ccccc1 (stereo not given)
  -2.1% | i | 0.3
> Cc1ccc(OCCC(=O)OCC(=O)N2CC(=O)Nc3ccccc32)cc1
  1.8% | i | 0.6
> CC1(C)Cc2cccc(OCC(=O)NCCc3ccc(S(N)(=O)=O)cc3)c2O1
  1.1% | i | 1.8
> Cc1ccc(CONC(=O)c2cccc([N+](=O)[O-])c2)cc1
  1.5% | i | 1.4
> CCN(c1ccccc1)S(=O)(=O)c1ccc(C(=O)NCCCN2CCOCC2)cc1
  -0.9% | i | 0.3
> Nc1ccccc1C#Cc1ccc([N+](=O)[O-])cc1
  u | i | 0.5
> COc1ccc(S(=O)(=O)N2CCN(CC(=O)N3CCc4ccccc4C3)CC2)cc1OC
  0.6% | i | 1.0
> CC(OC(=O)c1ccc(F)c(S(=O)(=O)N2CCOCC2)c1)C(=O)NCC1CCCCC1 (stereo not given)
  -0.4% | i | 0.7
> CC(=O)Nc1ccc(NC(=O)CCN2C(=O)C3CC=CCC3C2=O)cc1 (stereo not given)
  1.7% | i | 0.1
> Cc1ccccc1OCCC(=O)N(CC(C)C)c1c(N)n(Cc2ccccc2)c(=O)[nH]c1=O
  -0.3% | i | 0.6
> Nc1ncnc2c1ncn2[C@@H]1O[C@H](COS(=O)(=O)O)[C@@H](O)[C@H]1O
  0.4% | i | 1.5

Screens in order – RSV antiviral HEp-2 | Myeloid diff 2 | Myeloid diff 2 GFP+ MAC1+ %
> COC(=O)NNC(=O)C(c1ccccc1)c1ccccc1
  -0.2% | i | 0.1
> Cc1ccc(C)c(NC(=O)CN2C(=O)NC(C)(c3ccc4c(c3)OCCO4)C2=O)c1 (stereo not given)
  0.8% | i | 1.7
> CNc1nnc(SCC(=O)c2cc(C)n(C3CC3)c2C)s1
  -0.2% | i | 0.8
> Cc1cc(C(=O)CSc2ncnc3ccccc23)c(C)n1C1CC1
  -0.6% | i | 0.7
> COc1ccc(-c2c(-c3ccsc3)oc3ccc(N4CCOCC4)cc23)cn1
  0.5% | i | 4.0
> C[C@H](NC(=O)CCC1CCC(=O)N1)c1ccccc1 (stereo not given in full)
  3.2% | i | 1.0
> Cc1cc(C)c(OCC(=O)NCC2COc3ccccc3O2)c(C)c1 (stereo not given)
  2.2% | i | 0.5
> Nc1nc(-c2cccnc2)nn1C(=O)CCc1ccccc1
  -0.4% | i | 0.4
> Cc1ccc(-c2noc(CCC(=O)NCc3ccccc3CN3CCOCC3)n2)cc1
  0.3% | i | 1.2
> CCOC(=O)[C@H]1[C@H]2COc3ccc(Cl)cc3[C@@H]2N2C(=O)c3ccccc3NC(=O)[C@@]12C
  -1.0% | i | 0.4
> COc1ccc(OCC(=O)NNC(=O)C2CCN(c3ncnc4sc(C)c(C)c34)CC2)cc1
  4.8% | i | 1.7
> CCC1CCC2(CC1)NC(=O)N(CC(=O)Nc1ccc(OC)c(Cl)c1)C2=O (stereo not given)
  4.2% | i | 1.0
> CCC1(c2ccc(C)cc2)NC(=O)N(C(C)C(=O)Nc2ccc(N3CCOCC3)cc2)C1=O (stereo not given)
  4.2% | i | 1.2
> Cc1cc(C(=O)COC(=O)c2cccc(O)c2)c(C)n1C1CC1
  0.4% | i | 0.8
> CN(CCOc1ccc(Cl)cc1)C(=O)Cc1ccc(S(=O)(=O)N2CCOCC2)s1
  3.4% | i | 0.5

Screens in order – RSV antiviral HEp-2 | Myeloid diff 2 | Myeloid diff 2 GFP+ MAC1+ %
> CC1CCC2(CC1)NC(=O)N(CC(=O)N1CCN(C(=O)c3cccs3)CC1)C2=O (stereo not given)
  0.5% | i | 0.7
> CCCC[C@@H]1CCCO[C@@](C(=O)NCc2ccc(C)o2)(C(F)(F)F)C1
  0.8% | i | 1.0
> Cc1nn(-c2ccc(C(=O)NCC(c3ccco3)N3CCCC3)cc2)c(C)c1Cl (stereo not given)
  -0.7% | i | 1.2
> COc1cccc(NC(=O)CN2C(=O)NC3(CCc4ccccc43)C2=O)c1 (stereo not given)
  0.2% | i | 0.8
> Cc1cc(C)n(CCCNC(=O)c2ccc(C)o2)n1
  0.7% | i | 0.3
> COc1ccccc1C(=O)Nc1ccc(OCC(=O)N2C(C)CCCC2C)cc1 (stereo not given)
  0.3% | i | 0.2
> COc1cc(CCCN2CCNC[C@H]2Cc2ccc(O)cc2)cc(OC)c1OC
  -1.7% | i | 1.2
> Cc1ccc(C(=O)NCC(C)NC(=O)c2ccc(C)c(C)c2)cc1C (stereo not given)
  4.7% | i | 0.6
> Cc1cc(C)c(NC(=O)CSc2nc3ccccc3c(=O)n2CCCN2CCOCC2)c(C)c1
  -0.4% | i | 0.5
> Cc1cc(C(=O)COC(=O)c2ccc(O)cc2O)c(C)n1-c1ccccc1
  6.6% | i | 2.6
> CCCCn1c(N)c(N(C)C(=O)c2cc3c(s2)CCCCC3)c(=O)[nH]c1=O
  3.4% | i | 1.1
> COc1ccc(OC)c(NC(=O)CN2C(=O)NC(C)(c3ccc4c(c3)OCCO4)C2=O)c1 (stereo not given)
  -0.5% | i | 1.6
> CC(=O)c1ccccc1NC(=O)COC(=O)c1cc(C)oc1C
  0.5% | i | 0.1
> C=COCCNC(=O)C(=O)NCC(C)C
  0.6% | i | 0.4
> COc1ccc(N(C)S(=O)(=O)c2ccc(Cl)c(C(=O)NCC(C)(C)N3CCOCC3)c2)cc1
  0.5% | i | 0.3

Screens in order – RSV antiviral HEp-2 | Myeloid diff 2 | Myeloid diff 2 GFP+ MAC1+ %
> CCN(CC(=O)Nc1ccc(NC(C)=O)cc1)C(=O)CSC(=S)N1CCCC1
  1.4% | i | 0.3
> O=C(COC(=O)CCS(=O)(=O)c1ccccc1)Nc1ccc(N2CCCCC2)cc1
  1.0% | i | 0.3
> COc1ccc(C(=O)NNC(=O)c2ccc3ccccc3n2)cc1
  -1.5% | i | 1.0
> COc1ccc2cc(Br)ccc2c1CC(=O)NCCCN1CCOCC1
  1.1% | i | 1.1
> COc1ccc(CN2[C@@H](CC(=O)O)c3cc(C(F)(F)F)ccc3S2(=O)=O)cc1
  1.3% | i | 1.7
> COc1ccc(N2CCN(C(=O)c3cc4c(s3)CCCCC4)CC2)cc1
  11% | i | 0.4
> COc1ccc([C@@H]2[C@@H]3C(=O)N(C(C)(C)C)C(=O)[C@@H]3[C@]3(Cc4ccc(Cl)cc4)C(=O)N(c4cccc(F)c4)C(=O)N23)cc1
  -1.5% | i | 0.5
> O=C(C1CCN(S(=O)(=O)c2ccc(Cl)cc2)CC1)N1CCN(c2ccccn2)CC1
  -1.0% | i | 1.2
> CC(C)(C)NC(=O)NC(=O)CSc1ccc(S(=O)(=O)N2CCOCC2)cn1
  -1.0% | i | 1.2
> CN(C)C(CNC(=O)c1ccc(Cl)c(S(=O)(=O)N2CCCCCC2)c1)c1ccccc1 (stereo not given)
  6.4% | i | 0.1
> CCCn1c(N)c(C(=O)CSc2nnc3n2CCCCC3)c(=O)[nH]c1=O
  1.7% | i | 1.0
> COc1ccc(N2CCN(C(=O)c3cc(C4CC4)nn3-c3ccccc3)CC2)cc1
  0.1% | i | 1.6

Reformatted: 4 of the compounds above
SMILES	RSV antiviral HEp-2	Myeloid diff 2	Myeloid diff 2 GFP+ MAC1+ %
COc1ccc2cc(Br)ccc2c1CC(=O)NCCCN1CCOCC1	1.1%	i	1.1
COc1ccc(CN2[C@@H](CC(=O)O)c3cc(C(F)(F)F)ccc3S2(=O)=O)cc1	1.3%	i	1.7
COc1ccc(N2CCN(C(=O)c3cc4c(s3)CCCCC4)CC2)cc1	11%	i	0.4
COc1ccc([C@@H]2[C@@H]3C(=O)N(C(C)(C)C)C(=O)[C@@H]3[C@]3(Cc4ccc(Cl)cc4)C(=O)N(c4cccc(F)c4)C(=O)N23)cc1	-1.5%	i	0.5
